Source: PubChem
Gal4-VP16 FLuc: inhibits Gal4-VP16 luciferase reporter, ROR gamma counter-screen; Drosophila S2 Gal4-VP16 UAS-luciferase, luminescence, 20 h; Potency, µM (highest dose often 53.6 µM), without a hit: top-dose activity, negative = inhibition, usual class: inhibitors; 3.5% of 310,000 active;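 further: Gal4-VP16 expression switched on by copper sulfate through the metallothionein promoter; potency means the concentration at half of the fitted maximal effect; on the % scale 0 is the no-effect control and ±100 the full control effect; nearly all actives have a fitted effect of over 50% in size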
FLuc modulator: firefly luciferase modulation, counter-screen for miR-21 project; P08659; purified FLuc, Km substrates, luminescence inhibition; Potency, µM (doses to about 57.5 µM), without a hit: at the highest dose activity change, negative = inhibition, most hits filed as inhibitors; 6.9% of 360,000 active; AID 588342;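 further: potency means the concentration at half of the fitted maximal effect; plate controls were vehicle for no effect and reference inhibitor for full effect; nearly all actives have a fitted effect of over 55% in size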
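Purified P. pyralis luciferase (10nM final) with 10uM D-luciferin and 10uM ATP (Km levels) in 50mM Tris acetate pH 7.5, 10mM Mg acetate, 0.01% Tween-20, 0.05% BSA; qHTS 6-point titration, ~60 µM downward; luminescence read.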
TRPV1 agonist: human TRPV1 agonism; Q8NER1; TRPV1-expressing cells, Fluo-8 calcium influx, agonist mode; activation, % at 8.33 µM; 0.19% of 320,000 active; in the data active means activation above about 80%; inconclusive means between about 30% and that limit; further: 0% is about no effect
Target sequence (Q8NER1 whole entry, looked up): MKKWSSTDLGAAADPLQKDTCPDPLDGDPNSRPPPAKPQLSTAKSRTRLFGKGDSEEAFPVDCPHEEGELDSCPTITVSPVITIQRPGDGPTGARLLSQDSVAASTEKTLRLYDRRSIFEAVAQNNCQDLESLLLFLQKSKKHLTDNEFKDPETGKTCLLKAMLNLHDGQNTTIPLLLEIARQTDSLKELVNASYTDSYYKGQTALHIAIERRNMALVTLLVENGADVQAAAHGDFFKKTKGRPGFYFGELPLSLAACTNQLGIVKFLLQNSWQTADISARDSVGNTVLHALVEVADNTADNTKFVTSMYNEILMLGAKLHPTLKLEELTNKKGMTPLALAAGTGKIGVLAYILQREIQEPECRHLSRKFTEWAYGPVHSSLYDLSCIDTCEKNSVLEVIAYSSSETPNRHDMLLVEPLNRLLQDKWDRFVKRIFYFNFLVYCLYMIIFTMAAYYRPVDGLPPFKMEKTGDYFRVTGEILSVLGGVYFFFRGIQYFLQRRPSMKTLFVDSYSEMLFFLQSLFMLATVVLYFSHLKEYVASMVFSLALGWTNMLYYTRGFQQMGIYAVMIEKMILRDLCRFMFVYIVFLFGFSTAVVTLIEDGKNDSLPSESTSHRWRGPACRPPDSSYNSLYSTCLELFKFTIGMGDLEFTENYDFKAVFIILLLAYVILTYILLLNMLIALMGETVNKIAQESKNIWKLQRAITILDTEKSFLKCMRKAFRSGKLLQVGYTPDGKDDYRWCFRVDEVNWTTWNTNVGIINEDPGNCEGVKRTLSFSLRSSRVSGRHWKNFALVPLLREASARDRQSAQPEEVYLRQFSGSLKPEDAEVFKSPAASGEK
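Cells expressing TRPV1 were dye-loaded with Fluo-8 and read kinetically: 10 s baseline, 3 min after compound (agonist portion), then 2 min after EC20 capsaicin (allosteric enhancer portion). Calcium-bound dye fluorescence at 480/520 nm.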
Rab9 prom act: activates the Rab9 promoter; Potency, µM (series often up to 9.22 µM), inactives show at the top dose activation, negative = inhibition, hits mostly activators; 2.8% of 320,000 active; AID 485297; Huh7 Rab9 promoter-luciferase reporter, luminescence, 24 h; further: potency means the concentration at half of the fitted maximal effect; % of control where 0% means no effect; nearly all actives have a fitted effect of over 60% in size
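Measured in stably transfected Huh7 cells bearing a Rab9 promoter–luciferase construct: 24 h compound treatment at 37 °C, followed by luminescence detection.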
RORg inh: ROR gamma (mouse) transcription inhibition | AID 2551 | Potency, µM (titrated, usually from 53.6 µM), for the others: at the highest dose activity change, negative = inhibition, usual class: inhibitors | P51450 | Drosophila S2 Gal4-RORgamma UAS-luciferase reporter, 20 h | 5.4% of 310,000 active; further: potency means the concentration at half of the fitted maximal effect; on the % scale 0 is the no-effect control and ±100 the full control effect; nearly all actives have a fitted effect of over 60% in size
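Using a luciferase readout, inhibitors were identified by reduced reporter activity in Drosophila cells coexpressing a copper-inducible Gal4–ROR gamma fusion and UAS-driven Photinus luciferase, incubated 20 hr after 700 uM copper sulfate.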
ELG1 DNA repair: ELG1-dependent DNA repair inhibition | 2.3% of 330,000 active | Potency, µM (top dose mostly 46.1 µM), inactives show at the top dose activity change, negative = inhibition, most hits filed as inhibitors | HEK293T ELG1-luciferase reporter, luminescence, 16 h; DNA damage induced by 5-fluorouridine; further: potency means the concentration at half of the fitted maximal effect; on the % scale 0 is the no-effect control and ±100 the full control effect; nearly all actives have a fitted effect of over 55% in size
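Step one: seed 2,000 cells per well. Step two: pin-transfer compound or DMSO alongside 5-fluorouridine. Step three: incubate 16 hr, 37 °C, 5% CO2. Step four: add ONE-Glo, wait 30 min, read luminescence.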
BRCA1 expr up: activators of BRCA1 expression | MCF7-BRCA1-FFLuc reporter, luminescence, 48 h; response scale: scaled: vehicle 0%, 10 µM genistein 100% | Potency, µM (doses to about 46.1 µM), without a hit: at the top dose activation, most hits filed as activators | 1.1% of 380,000 active; further: potency means the concentration at half of the fitted maximal effect; nearly all actives have a fitted effect of over 80% in size; some results filed as inactive show a strong effect at the top dose
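MCF7-BRCA1-FFLuc cells, 2000/well in phenol-red-free MEM, attached 2 h then treated 48 h at 37 C. Luciferase luminescence read 15 min after reagent; normalized to genistein maximum activation (10microM) and DMSO, concentration-response fitted.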
NPC1 prom act: activators of NPC1 promoter. Huh7 NPC1 promoter luciferase reporter, 24 h. Potency, µM (series often up to 9.22 µM), without a hit: at the highest dose activation, actives largely listed as activators. 2.4% of 320,000 active;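 further: potency means the concentration at half of the fitted maximal effect; % of control where 0% means no effect; nearly all actives have a fitted effect of over 60% in size; reporter is driven by a mutant NPC1 promoter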
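Luminescence read-out of NPC1 promoter-driven luciferase in stably transfected Huh7 cells; compounds delivered in DMSO and left 24 h at 37C, 5% CO2, qHTS titration format.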
p53 reactivator: restores transcriptional activity of mutant p53; AID 504706; 0.063% of 320,000 active; Potency, µM (titrated, usually from 92.2 µM), inactives show at the highest dose activity change, positive = activation, hits mostly activators; H1299 p53-A138V BP100-luciferase reporter, luminescence, 24 h; further: potency means the concentration at half of the fitted maximal effect; % of control where 0% means no effect; nearly all actives have a fitted effect of over 45% in size
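H1299 (p53-null), stable ts p53-A138V + BP100-Luc; 1000 cells/well, Opti-MEM/10% FBS; cpd 4 pt, 1:5; 24 h, 37 deg C, 5% CO2; detection reagent 10 min RT; luminescence.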
ELG1 genotoxic: induces genotoxicity in HEK293T cells with luciferase-tagged ELG1 | 1.3% of 330,000 active | HEK293T ELG1-luciferase reporter, luminescence, 16 h | Potency, µM (series often up to 46 µM), inactives show at the top dose activity change, positive = activation, actives largely listed as activators | AID 504466; further: potency means the concentration at half of the fitted maximal effect; % of control where 0% means no effect; nearly all actives have a fitted effect of over 60% in size
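Cells (2,000/well) expressing the ELG1-luciferase fusion are dosed by pin tool and kept 16 hr at 37 °C, 5% CO2. Signal comes from ONE-Glo luciferase reagent after 30 min at room temperature.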
Tb PFK inh: blocks T. brucei phosphofructokinase; T. brucei PFK, ADP-Glo luminescence; Potency, µM (titrated, usually from 57.5 µM), for the others: at the top dose activity, negative = inhibition, actives largely listed as inhibitors; 0.17% of 330,000 active; AID 485367;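 further: potency means the concentration at half of the fitted maximal effect; 0% = uninhibited 1x PFK enzyme wells and -100% = no-enzyme wells; nearly all actives have a fitted effect of over 60% in size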
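Compounds were pin-transferred as a titration series up to 57 uM into substrate buffer (0.5 mM F6P, 0.1 mM ATP, pH 8.0), then 1.25 nM PFK was added and reactions ran 45 min before ADP-Glo detection.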
* hit, by the source's call; ? = inconclusive; / = no result given; [ ] = another dose, or the depositor's remark. Unless noted, the call rests on the fitted dose curve; in most records, active means well fitted curve in the direction sought with a large enough effect; inconclusive means small, poorly fitted or top-dose-only effect, or another doubt; inactive means no such curve, though single readings can be large; an effect the other way counts as inactive or inconclusive.

SMILES	Gal4-VP16 FLuc	FLuc modulator	TRPV1 agonist	Rab9 prom act	RORg inh	ELG1 DNA repair	BRCA1 expr up	NPC1 prom act	p53 reactivator	ELG1 genotoxic	Tb PFK inh
CCOC(=O)c1c(NC(=O)COC(=O)c2ccc([N+](=O)[O-])cc2)sc(C(=O)N(C)C)c1C	/	2%	2	-5%	/	-1%	0%	2%	-1%	5%	10%
CCOC(=O)N1CCN(C(=O)c2ccccc2NC(=O)c2ccc(Br)cc2)CC1	13%	-9%	12	1%	17%	10%	-33%	-1%	3%	-1%	2%
Cc1csc(N/N=C/c2ccc([N+](=O)[O-])cc2)n1	-24%	?	-2	2.8µM*	-52%	?	?	?	11%	10%	3%
O=C(c1ccco1)N1CCN(c2ncnc3c(-c4ccccc4)nsc23)CC1	-9%	11µM*	-3	2.8µM*	?	?	17%	3.2µM*	?	-2%	5%
Cc1ccc(NC(=O)Nc2ccccc2C(N)=O)cc1	19%	2.7µM*	9	15%	16%	?	84%	17%	3%	12%	-2%
Cn1cc(CNC(=O)c2ccc(OC3CCN(Cc4ccccn4)CC3)cc2)cn1	14%	-1%	3	0%	-13%	6%	1%	-3%	-5%	0%	11%
COC(=O)C1CCN(C(=O)CN2C(=O)NC(CC(C)C)C2=O)CC1 (centres undefined)	/	/	/	/	/	12%	3%	/	-7%	0%	-6%
CSc1nc(C)cc(C)c1C(N)=O	-18%	-1%	3	0%	?	-1%	18%	1%	-14%	-5%	1%
Cc1ccc(S(=O)(=O)N2CCN(C(=O)COC(=O)/C=C/c3ccccc3)CC2)c(C)c1	/	7%	-2	-1%	/	4%	18%	0%	?	2%	0%
Cc1cc(C)cc(C(=O)OCC(=O)NC2CCCC2)c1	-9%	7%	17	-4%[1.84 µM]	8%	-2%	-3%	2%	-2%	-1%	3%
CCN(CC)S(=O)(=O)c1ccc(N)cc1	-2%	0%	1	0%	-5%	?	-4%	-1%	0%	3%	3%
Nc1c2c(nc3ccn(Cc4ccccc4)c(=O)c13)CCC2	1%	?	1	15%	11%	13%	72%	0%	11%	5%	-8%
CCCCn1c(N)c(N(CC(C)C)C(=O)C2CCN(S(=O)(=O)c3ccc(C)cc3)CC2)c(=O)[nH]c1=O	/	6%	-1	-2%	/	1%	-16%	-1%	1%	-4%	-4%
CCCCc1c(O)nc(SCC(=O)N2CCOCC2)n(-c2ccc(OC)cc2)c1=O	2%	4%	3	0%	-6%	5%	2%	-5%	-1%	-12%	2%
Cc1cc(/C(N)=N/OC(=O)Nc2ccc(Cl)cc2)no1	0%	19µM*	11	?	9%	?	?	10%	8%	?	-15%
CN1CCc2c(sc(NC(=O)c3ccc([N+](=O)[O-])o3)c2C(N)=O)C1	?	-5%	-3	5%	-43%	?	-92%	2%	-27%	12%	-21%
Cc1ccc(S(=O)(=O)NCCn2nc(C)cc2C)cc1	0%	5%	-3	0%	-8%	14%	0%	0%	-5%	-2%	1%
CC(=O)c1cnc(SCC(=O)O)nc1C	3%	-1%	0	?	5%	-3%	6%	-2%	0%	3%	0%
O=C(OCC(=O)N1CCN(C(=O)COC(=O)c2ccc(O)cc2O)CC1)c1ccc(O)cc1O	/	0%	1	0%	/	-8%	-2%	-2%	7%	4%	?

Of the compounds above, 11 have sulfur.
SMILES	Gal4-VP16 FLuc	FLuc modulator	TRPV1 agonist	Rab9 prom act	RORg inh	ELG1 DNA repair	BRCA1 expr up	NPC1 prom act	p53 reactivator	ELG1 genotoxic	Tb PFK inh
CCOC(=O)c1c(NC(=O)COC(=O)c2ccc([N+](=O)[O-])cc2)sc(C(=O)N(C)C)c1C	/	2%	2	-5%	/	-1%	0%	2%	-1%	5%	10%
Cc1csc(N/N=C/c2ccc([N+](=O)[O-])cc2)n1	-24%	?	-2	2.8µM*	-52%	?	?	?	11%	10%	3%
O=C(c1ccco1)N1CCN(c2ncnc3c(-c4ccccc4)nsc23)CC1	-9%	11µM*	-3	2.8µM*	?	?	17%	3.2µM*	?	-2%	5%
CSc1nc(C)cc(C)c1C(N)=O	-18%	-1%	3	0%	?	-1%	18%	1%	-14%	-5%	1%
Cc1ccc(S(=O)(=O)N2CCN(C(=O)COC(=O)/C=C/c3ccccc3)CC2)c(C)c1	/	7%	-2	-1%	/	4%	18%	0%	?	2%	0%
CCN(CC)S(=O)(=O)c1ccc(N)cc1	-2%	0%	1	0%	-5%	?	-4%	-1%	0%	3%	3%
CCCCn1c(N)c(N(CC(C)C)C(=O)C2CCN(S(=O)(=O)c3ccc(C)cc3)CC2)c(=O)[nH]c1=O	/	6%	-1	-2%	/	1%	-16%	-1%	1%	-4%	-4%
CCCCc1c(O)nc(SCC(=O)N2CCOCC2)n(-c2ccc(OC)cc2)c1=O	2%	4%	3	0%	-6%	5%	2%	-5%	-1%	-12%	2%
CN1CCc2c(sc(NC(=O)c3ccc([N+](=O)[O-])o3)c2C(N)=O)C1	?	-5%	-3	5%	-43%	?	-92%	2%	-27%	12%	-21%
Cc1ccc(S(=O)(=O)NCCn2nc(C)cc2C)cc1	0%	5%	-3	0%	-8%	14%	0%	0%	-5%	-2%	1%
CC(=O)c1cnc(SCC(=O)O)nc1C	3%	-1%	0	?	5%	-3%	6%	-2%	0%	3%	0%
